LMPTP block = LMPTP (human) inhibition | P24666 | recombinant LMPTP-A, OMFP fluorogenic substrate, fluorescence intensity | inhibition, % at 20 µM | 360,000 tested, 0.22% active;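 active = compounds that cut the enzyme signal by at least half of the control window in the single-dose screen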;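 also: plate controls were DMSO wells with enzyme plus substrate for no effect and substrate without enzyme for full effect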
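Assay system: LMPTP-A enzyme. Input: 0.625 nM LMPTP-A final. Probe or stimulus: 400 µM OMFP. Compound dosing: single 20 µM dose. Schedule: 50 min dark incubation at room temperature. Detection: fluorescence intensity of OMFP turnover product. Read-out: percent inhibition versus substrate-only and uninhibited controls. Benchmarks: no-enzyme low control, uninhibited high control.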
Rpn11 block = blocks the human proteasome subunit Rpn11; O00487; human 26S proteasome, Ub4-pepOG fluorescence polarization; 20S core pre-blocked with epoxomicin; calls only at 20 µM; 360,000 tested, 0.59% active; AID 588493;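 active = inhibition at 20 µM, scaled to each plate's controls, above about 33%, limit read from the data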
Target sequence (O00487 whole entry, looked up): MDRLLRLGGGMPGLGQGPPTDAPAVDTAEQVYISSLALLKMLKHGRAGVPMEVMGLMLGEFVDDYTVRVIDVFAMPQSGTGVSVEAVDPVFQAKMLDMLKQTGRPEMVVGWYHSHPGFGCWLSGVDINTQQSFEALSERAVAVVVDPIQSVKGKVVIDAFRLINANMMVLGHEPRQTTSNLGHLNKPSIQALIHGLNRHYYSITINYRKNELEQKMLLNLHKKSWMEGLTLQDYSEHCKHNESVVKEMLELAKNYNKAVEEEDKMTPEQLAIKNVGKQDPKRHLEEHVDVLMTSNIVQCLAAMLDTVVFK
SUMO1-SIM PPI = alters human SUMO1 binding to SIM partners | P63165 | SUMO1 binding to a labelled peptide, TR-FRET, 1 h | inhibition, % at 20 µM | 360,000 tested, 0.33% active | AID 602429; in the data active = inhibition above about 37%
CSN deneddyl inh = CSN deneddylation inhibition; Purified CSN, SCF-Nedd8-OG deneddylation, fluorescence polarization; inhibition, % at 12.5 µM; Q92905; 360,000 tested, 0.38% active;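 active = pattern-corrected inhibition above about 35%, with an unprinted fluorescence ratio check between 0.5 and 1.5, limit read from the data, passing the limit was not always enough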;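 also: 0% = enzyme with substrate and 100% = substrate without enzyme; some results filed as inactive read as strong as hits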
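Detection – fluorescence polarization · System – HEK293T-derived human Csn5 enzyme · Controls – substrate-only high control, full reaction low control · Timing – 90 min, room temperature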
STEP inh = blocks human striatal-enriched tyrosine phosphatase; recombinant STEP, OMFP fluorogenic substrate, fluorescence; 360,000 tested, 0.25% active; inhibition, % at 20 µM; AID 588621;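 active = inhibition at 20 µM, scaled per plate between control wells, above about 37%, limit read from the data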;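 also: 0% = DMSO with enzyme and substrate and 100% = substrate only without enzyme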
Target sequence (P54829 whole entry, looked up): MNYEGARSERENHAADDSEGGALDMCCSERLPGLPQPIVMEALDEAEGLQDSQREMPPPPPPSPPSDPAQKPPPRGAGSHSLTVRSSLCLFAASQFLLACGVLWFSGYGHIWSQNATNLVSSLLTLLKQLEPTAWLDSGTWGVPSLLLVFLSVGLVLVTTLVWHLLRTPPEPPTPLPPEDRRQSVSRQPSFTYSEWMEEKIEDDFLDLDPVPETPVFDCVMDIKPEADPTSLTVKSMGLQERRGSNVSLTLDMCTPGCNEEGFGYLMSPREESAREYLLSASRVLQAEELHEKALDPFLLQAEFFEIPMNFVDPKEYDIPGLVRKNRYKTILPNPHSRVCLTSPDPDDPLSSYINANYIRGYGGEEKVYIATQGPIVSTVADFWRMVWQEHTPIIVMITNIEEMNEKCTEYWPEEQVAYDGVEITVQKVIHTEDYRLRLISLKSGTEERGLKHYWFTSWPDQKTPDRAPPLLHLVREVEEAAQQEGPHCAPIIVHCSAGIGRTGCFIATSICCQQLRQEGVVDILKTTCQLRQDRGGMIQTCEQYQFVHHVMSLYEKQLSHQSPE
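System: STEP (striatal-enriched tyrosine phosphatase) enzyme, cell-free; medium: Bis-Tris pH 6.0 buffer with DTT, detergent; dosing: 20 µM, 1% DMSO; times: reaction 20 min, ambient temperature; detection: fluorescence, 480/540 nm; read-out basis: normalized % inhibition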
NadD block = inhibitors of Staphylococcus aureus NadD | purified NadD enzyme, colorimetric absorbance read-out | inhibition, % at 20 µM | 360,000 tested, 0.78% active | AID 602399; in the data active = inhibition above about 26%; also: some compounds past the cut are filed as inactive
Scp-1 inhibitor = inhibitors of human Scp-1 phosphatase | Q9GZU7 | Recombinant Scp1, phosphopeptide, malachite green phosphate absorbance | inhibition, % at 20 µM | 340,000 tested, 0.88% active | AID 493091;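 active = inhibition above about 50% at 20 µM, limit read from the data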;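 also: plate controls were DMSO wells with enzyme for no effect and wells lacking enzyme for full effect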
Target sequence (Q9GZU7 76-261 limits assumed): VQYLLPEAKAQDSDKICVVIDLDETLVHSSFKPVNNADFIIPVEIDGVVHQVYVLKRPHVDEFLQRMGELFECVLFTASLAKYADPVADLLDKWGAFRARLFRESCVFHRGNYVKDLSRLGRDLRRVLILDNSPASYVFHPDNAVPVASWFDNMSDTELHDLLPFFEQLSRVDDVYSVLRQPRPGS
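Times: enzyme reaction 45 min at room temperature, colour 5 min, stabilisation 30 min. Material: SCP-1 catalytic fragment, aa 76-261. Medium: Acidic Tris acetate buffer with magnesium and detergent. Signal: colorimetric free-phosphate detection, absorbance 630 nm. Read-out basis: % inhibition of SCP-1 phosphate liberation. Reagent: Phosphorylated 17-residue peptide substrate.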
DNMT1 inh = blocks human DNA methyltransferase DNMT1 | P26358 | DNMT1 molecular beacon, Hinp1I cleavage, fluorescence | inhibition (reported as % activation of signal), % at 10 µM | 360,000 tested, 0.83% active; in the data active = inhibition above about 50%
Rin1 Abl inh = inhibitors of human Rin1-Abl protein interaction. TR-FRET Rin1/Abl binding, biochemical. P00519+Q13671. 360,000 tested, 0.4% active. inhibition, % at 7.35 µM; in the data active = inhibition above about 5%, passing the limit was not always enough
Neddylation inh = blocks human cullin neddylation; calls only at 25 µM; TR-FRET cullin neddylation, biochemical; 360,000 tested, 0.58% active; P61081+Q13564; in the data active = inhibition above about 36%
Starred values were filed as active, the others as inactive; i = inactive; nt = not tested or not shown.

structure	LMPTP block	Rpn11 block	SUMO1-SIM PPI	CSN deneddyl inh	STEP inh	NadD block	Scp-1 inhibitor	DNMT1 inh	Rin1 Abl inh	Neddylation inh
O=C(NCCc1ccccc1)C1CCC(=O)N(Cc2ccc(Cl)cc2)C1 (stereo not drawn)	-1.1	i	-10	3	0	4	-11	0	1	i
Cc1cccc(OCC(=O)Nc2ccccc2F)c1	0.3	i	5	-7	-3	-4	-7	-3	-1	i
O=C(c1cccs1)N1CCC(c2nc(-c3ccc(S(=O)(=O)N4CCOCC4)cc3)no2)CC1	-0.8	i	-3	-3	0	-2	-6	-2	0	i
CSCCC(=O)N1CCCC(CNC(=O)c2ccc(-c3ccccc3)cc2)C1 (stereo not drawn)	0.1	i	-1	-9	2	0	-9	0	-6	i
CCOC(=O)[C@]12CCCC=C1N(Cc1ccc(Cl)cc1Cl)C(=O)[C@H](CC(=O)N1CCCC1)C2	0.4	nt	-2	1	nt	4	nt	nt	nt	i
O=C(Nc1cc(C(F)(F)F)ccc1N1CCCCC1)c1cccc([N+](=O)[O-])c1	3.0	i	1	-2	2	3	-4	1	-3	i
Cc1cccc(N=C2CCCC2C(=O)Nc2cccc(C)c2C)c1C (stereo not drawn)	-2.9	i	5	2	-1	0	-8	5	0	i
OC1CCN(Cc2cn(Cc3ccccc3)nc2-c2cc3ccccc3o2)CC1	-0.7	i	0	-1	-2	2	-4	-4	0	i
COc1ccc(CC(=O)NCc2n[nH]c(=S)n2-c2ccc(F)cc2)cc1	1.1	i	3	0	2	-3	-7	4	2	i
CCCCCC1CC(=O)C=C(C)C1C(=O)OC (stereo not drawn)	-1.2	i	0	-4	0	-5	-11	-1	3	i
CCOC(=O)C1CCCN(C(=O)c2ccc(C(=O)c3ccccc3)cc2)C1 (stereo not drawn)	-8.3	i	-2	-2	2	3	-2	1	-2	i
CCOC(=O)c1ccccc1NC(=O)CSc1ccccc1	0.3	i	-5	1	-1	-11	-5	-6	-1	i
NC(=S)NN=Cc1c[nH]c2nccnc12	-2.5	i	-11	-2	5	3	nt	11	-7	i
S=c1nc[nH]c2c1[nH]c1ccc(Cl)cc12	-4.2	i	7	0	-3	1	-5	-2	i	i
Cc1cc(SCC(=O)NCCC2=CCCCC2)nc2ccccc12	1.4	i	0	-1	1	4	6	-1	-3	i
COc1cc2c(cc1OC)[C@H](C)N(C(=O)NCc1ccccc1)CC2	-1.3	i	1	2	1	-6	-3	4	-1	i
O=C(NCc1ccc2c(c1)OCO2)c1ccc(CS(=O)(=O)c2cccc(C(F)(F)F)c2)o1	1.3	i	-2	1	-3	-6	-11	-4	3	i
O=C(NCCCN1CCOCC1)C(c1ccccc1)c1ccccc1	-5.3	i	0	1	-2	-1	-5	3	3	i
CC(C)(CSc1nncn1N)NS(=O)(=O)c1ccc(Cl)cc1	-2.0	i	-4	-3	-1	-4	-7	-2	-1	i
O=C(N/N=C/c1cccs1)c1cnccn1	-1.7	i	-15	-17	-3	0	-5	2	-5	i
O=C(c1cc(-c2ccc(O)cc2)on1)N1CCc2ccccc2C1	0.8	i	9	6	-2	1	-12	-5	-1	i
CCC(C(=O)Nc1c(C)cc(C)cc1C)N1CCCCCC1 (stereo not drawn)	2.5	i	-1	0	1	-8	1	-1	1	i
CC(C)[C@H](NC(=O)N1CC(=O)Nc2ccccc21)C(=O)N1CCC(C(=O)O)CC1	-0.4	i	0	0	0	-5	-1	-3	3	i
Cc1nnc(SCC(=O)NCc2cccs2)n1-c1ccccc1	-1.1	i	0	5	0	-3	-1	7	0	i

Profiles as entered above. Order of screens: LMPTP block | Rpn11 block | SUMO1-SIM PPI | CSN deneddyl inh | STEP inh | NadD block | Scp-1 inhibitor | DNMT1 inh | Rin1 Abl inh | Neddylation inh
`O=C(c1cccs1)N1CCC(c2nc(-c3ccc(S(=O)(=O)N4CCOCC4)cc3)no2)CC1` is listed as -0.8 | i | -3 | -3 | 0 | -2 | -6 | -2 | 0 | i
`O=C(NCCc1ccccc1)C1CCC(=O)N(Cc2ccc(Cl)cc2)C1` (stereo not drawn) is listed as -1.1 | i | -10 | 3 | 0 | 4 | -11 | 0 | 1 | i
`NC(=S)NN=Cc1c[nH]c2nccnc12` is listed as -2.5 | i | -11 | -2 | 5 | 3 | nt | 11 | -7 | i
`CCOC(=O)[C@]12CCCC=C1N(Cc1ccc(Cl)cc1Cl)C(=O)[C@H](CC(=O)N1CCCC1)C2` is listed as 0.4 | nt | -2 | 1 | nt | 4 | nt | nt | nt | i
`CCC(C(=O)Nc1c(C)cc(C)cc1C)N1CCCCCC1` (stereo not drawn) is listed as 2.5 | i | -1 | 0 | 1 | -8 | 1 | -1 | 1 | i

Remaining list, next part.
structure	LMPTP block	Rpn11 block	SUMO1-SIM PPI	CSN deneddyl inh	STEP inh	NadD block	Scp-1 inhibitor	DNMT1 inh	Rin1 Abl inh	Neddylation inh
COc1ccc(N2CCN(CC(=O)Nc3cc(C)on3)CC2)cc1	-2.9	i	-1	4	1	0	-3	2	0	i
Cc1ccc(C)c(SCc2nc3sc(C(=O)O)c(C)c3c(=O)[nH]2)c1	-1.0	i	-6	5	1	-9	-2	3	0	i
O=C(NNS(=O)(=O)c1ccc(F)cc1F)c1csc(-c2cccnc2)n1	-1.2	i	7	1	0	-3	-27	3	-2	i
N#Cc1c(SCC(N)=O)nc2c(c1-c1ccncc1)CCCC2	-1.5	i	2	-1	1	-3	-4	3	-4	i
COc1ccc(CN(C)CC(=O)Nc2sc3c(c2C#N)CCC3)cc1OC	1.2	i	-3	-1	1	1	-5	-4	1	i
C/C(CC(=O)Nc1cccnc1)=N\NC(=O)C(C)Oc1ccc(Cl)cc1Cl (stereo not drawn)	1.0	i	-3	1	-1	0	-5	-1	0	i
COC(=O)CCCC(=O)NC1CCCc2c1cnn2-c1ccc(F)cc1F (stereo not drawn)	-0.4	i	3	-3	2	3	-5	0	3	i
CCNc1nc(N2CCCC2)nc(N2CCCC2)n1	0.1	i	-1	3	1	-6	-4	2	-2	i
O=C1CC2(CCN(C(=O)c3ccc(Br)cc3)CC2)Oc2ccccc21	-0.6	i	4	1	0	-5	1	4	1	i
CCN1CCCC1CNC(=O)C(=O)Nc1cccc(OC)c1 (stereo not drawn)	-1.0	i	-1	-1	0	-3	0	0	2	i
CC(NC(=O)Cc1ccccc1)C1COc2ccccc2O1 (stereo not drawn)	-2.1	i	1	2	11	0	-3	-1	0	i
Cc1cc(C(=O)CSc2nc3ccccc3c(=O)[nH]2)c(C)n1CC1CCCO1 (stereo not drawn)	-1.5	i	4	6	2	-6	-3	1	1	i
CC1Cc2nc(SCC(=O)N3CCN(c4ccccc4)CC3)n(CCc3ccccc3)c(=O)c2S1 (stereo not drawn)	8.5	i	2	4	10	7	2	-1	0	i
Cc1cc(NC(c2cccnc2)c2c(C)[nH]c3ccccc23)no1 (stereo not drawn)	-0.2	i	7	-2	3	-2	9	0	4	i
O=C1CCC(C(=O)N2CCC(CO)(Cc3ccc(Cl)cc3)CC2)=NN1	-0.6	i	4	-1	-1	-2	-11	3	1	i
CS(=O)(=O)N(CCC#N)Cc1ccc(/C=C2\C(=O)Nc3ccccc32)o1	0.0	i	-10	-4	4	-3	3	1	-6	i
CSc1ccc(-c2sc(Nc3cccc4ccccc34)n[n+]2-c2ccccc2)cc1	2.4	i	-3	3	3	25	2	-9	2	i
COc1ccc(NC(=O)Cc2ccccc2)cn1	-2.1	i	2	-9	4	0	1	-3	-1	i
CC1CCC(NC(=O)c2ccc3c(c2)S(=O)(=O)c2ccccc2C3=O)CC1 (stereo not drawn)	0.7	i	-19	-5	3	-4	4	0	-1	i
O=c1[nH][nH]c(C(F)(F)F)c1C=Nc1ccccc1	-9.3	i	-2	3	-2	5	-2	2	2	i
CN1C(=O)/C(=C/c2ccc(-c3ccccc3[N+](=O)[O-])o2)SC1=Nc1ccc(Cl)c(C(=O)O)c1	2.5	i	39*	6	9	19	3	-10	-1	i
O=C(c1ccccc1)N1CCC(CC2CC(c3ccc(Cl)cc3)=NO2)(C(=O)NCC2CCCCC2)CC1 (stereo not drawn)	0.2	i	0	1	0	0	2	-7	-1	i
C=CC1=CCN(S(=O)(=O)C(C)(C)C)[C@H]1CCO	-2.1	i	3	-1	-1	-5	nt	-2	1	i
Cc1nnc(N/N=C/c2ccc(-c3ccc(Br)cc3)o2)n1N	-0.5	i	-18	-1	2	2	-6	-6	-2	i
O=C(CNC(=O)c1cc(S(=O)(=O)N2CCOCC2)ccc1N1CCCC1)Nc1ccc(F)c(F)c1	-4.8	i	0	0	0	-3	6	3	-1	i
COc1ccc(S(=O)(=O)N(Cc2ccccc2)c2ccccc2C(=O)Nc2ccccc2C(=O)NCc2ccco2)cc1	1.9	i	0	-4	0	6	-9	-10	2	i
CCc1cccc(C)c1NC(=O)c1ccoc1C	-1.4	i	3	-1	-1	1	1	1	4	i
COc1ccc(S(=O)(=O)N2CCOCC2)cc1NC(=O)CN1C(=O)NC2(CCCCC2C)C1=O (stereo not drawn)	-1.1	i	4	3	-1	-3	-3	2	2	i
COc1cccc(/C=C2\SC(=S)N(CCCC(=O)N3CCCCC3)C2=O)c1	4.3	i	-12	8	3	0	-5	1	-2	i
CC1(C)CC(NC(=O)c2ccccc2NS(=O)(=O)c2ccc(Br)cc2)CC(C)(C)N1	-1.8	i	2	1	-2	-2	-7	3	4	i
O=C(c1ccc(=O)[nH]c1)N1CCN(S(=O)(=O)c2cc(C(F)(F)F)ccc2Cl)CC1	-1.0	i	1	5	-2	-1	6	0	2	i
O=C(O)c1ccc2c(c1)C(=O)N(N1C(=O)c3ccccc3C1=O)C2=O	-1.3	i	-5	6	-1	-2	-5	4	1	i
CCOC(=O)C(C)Sc1nnc(CNC(=O)c2ccc(OC)cc2)n1C1CCCCC1 (stereo not drawn)	1.0	i	4	-7	-2	0	-2	1	-1	i
O=C(CSC1=NCCS1)Nc1ccnc2ccccc12	3.2	i	-1	4	-2	-3	-2	-3	-4	i
O=C(Nc1cc(C(F)(F)F)ccc1Cl)C(Sc1nnc(-c2cccs2)o1)c1ccccc1 (stereo not drawn)	1.3	i	5	-2	-3	-4	-9	-7	-1	i
CCC(=O)NCCCCCCNC(=O)CC	-1.0	i	-4	-2	2	1	-3	4	-1	i
CC(NC(=O)CCc1nnc(CCCc2ccccc2)o1)c1ccccc1 (stereo not drawn)	-0.1	i	1	-6	-5	5	-7	1	6	i
O=C(NCc1ccccc1C(F)(F)F)C1CCC(=O)N(C2CC2)C1 (stereo not drawn)	0.3	i	5	-5	-2	5	-9	2	0	i
